GLP1R cytotox: qHTS of GLP-1 Receptor Inverse Agonists: Cytotox Screen. Potency, µM (top dose mostly 38.3 µM), for the others: at the highest dose activity change, negative = inhibition, most hits filed as inhibitors. HEK293 cAMP-luciferase reporter cells, luminescence, 24 h. actives 0.13% (n = 410,000). AID 624418, 2012;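 note: loss of luciferase light is scored as toxicity; potency is the fitted concentration of half-maximal effect; % is set by controls: 0 for no effect and ±100 for the full control effect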
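Compound-treated cells are incubated 24 hr at 37 deg C under 5% CO2 after a 12 hour attachment period, then luciferase detection reagent is added and luminescence is measured following 12 min at room temperature; lowered signal indicates toxicity.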
GLP-1R agonist: qHTS of GLP-1 Receptor Agonists; Glucagon-like peptide 1 receptor (Homo sapiens), P43220; HEK293 GLP-1R CRE-luciferase, luminescence, 4-6 h; cells express a hypersensitive GLP-1R form; Potency, µM (series often up to 45.6 µM), for inactives: at the top dose activation, hits mostly activators; actives 0.007% (n = 380,000); note: potency is the fitted concentration of half-maximal effect; % of control where 0% means no effect
Target sequence (P43220 whole entry, looked up): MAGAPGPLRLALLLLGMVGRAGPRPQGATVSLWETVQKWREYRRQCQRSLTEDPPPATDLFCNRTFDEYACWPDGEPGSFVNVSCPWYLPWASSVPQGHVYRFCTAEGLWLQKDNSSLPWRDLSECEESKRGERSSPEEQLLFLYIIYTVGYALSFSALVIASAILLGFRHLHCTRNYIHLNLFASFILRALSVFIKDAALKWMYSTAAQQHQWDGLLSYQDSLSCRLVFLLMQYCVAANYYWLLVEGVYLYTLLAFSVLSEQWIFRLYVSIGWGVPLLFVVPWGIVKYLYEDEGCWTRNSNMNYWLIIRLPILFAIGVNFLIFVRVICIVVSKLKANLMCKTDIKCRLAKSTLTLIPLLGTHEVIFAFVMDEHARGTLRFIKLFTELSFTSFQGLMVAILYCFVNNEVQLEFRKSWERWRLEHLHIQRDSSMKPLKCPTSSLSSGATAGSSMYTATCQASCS
EPAC1 antag: qHTS for Antagonist of cAMP-regulated guanine nucleotide exchange factor 3 (EPAC1): primary screen. Rap guanine nucleotide exchange factor 3 (Homo sapiens), O95398. EPAC1 GEF assay, Rap1b-BODIPY-GDP exchange fluorescence. Potency, µM (series often up to 115 µM), for the others: at the top dose activity change, negative = inhibition, most hits filed as inhibitors. actives 0.14% (n = 360,000);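 note: potency is the fitted concentration of half-maximal effect; plate controls were vehicle for no effect and positive control for full effect; nearly all actives have a fitted effect of over 50% in size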
GLP1R inv ag: qHTS of GLP-1 Receptor Inverse Agonists (Inhibition Mode). Glucagon-like peptide 1 receptor (Homo sapiens), P43220. actives 1.6% (n = 410,000). Potency, µM (top dose mostly 38.3 µM), inactives show top-dose activity change, negative = inhibition, actives largely listed as inhibitors. HEK293 GLP-1R CRE-luciferase, luminescence, 24 h; GLP-1R form is constitutively active; note: potency is the fitted concentration of half-maximal effect; % is set by controls: 0 for no effect and ±100 for the full control effect; nearly all actives have a fitted effect of over 55% in size
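Assay principle: reduced luminescence from a cAMP-responsive reporter in HEK293 cells co-expressing a constitutively active GLP-1R. Conditions: 24 hr compound incubation, 37 deg C, 5% CO2.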
PI5P4K alpha inh: qHTS for Inhibitors of phosphatidylinositol 5-phosphate 4-kinase (PI5P4K). actives 1.2% (n = 330,000). max response, %. PI5P4Kalpha enzyme, ADP-Glo luminescence, 60 min; hits give low values; active = max response of -50% or lower; inconclusive = between -30% and -50%; inactive = -30% or higher; note: value at the top dose of about 77 µM; % is set by controls: 0 for no effect and ±100 for the full control effect
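Quantitative HTS of the MLSMR library against PI5P4Kalpha with substrate. ATP added last at 5 microM final; room temperature, 60 minutes. Remaining ATP depleted, ADP converted and read as luminescence.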
PTHR1 agonist: qHTS for PTHR1 Agonists: Primary Screen; Parathyroid hormone/parathyroid hormone-related peptide receptor (Homo sapiens), Q03431; HEK293 GP2 PTHR1 cells, GloSensor cAMP luminescence, 1 h; Potency, µM (highest dose often 115 µM), for inactives: at the top dose activation, usual class: activators; actives 0.075% (n = 410,000); note: potency is the fitted concentration of half-maximal effect; nearly all actives have a fitted effect of over 55% in size; some results filed as inactive show a strong effect at the top dose; inactives centre near -15; many of its hits are not listed in these tables
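HEK-293-derived GP2 cells expressing PTHR1 and a GloSensor cAMP reporter, 3,000/well, plated overnight, given luciferin plus IBMX (each 0.5 mM as added) for 1 h at 37 °C, then compound for 1 h at 37 °C. Luminescence was read after 15 min at room temperature.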
IL2 activator: qHTS of IL-2 Activators; IL-2 activation reporter assay, cell-based qHTS; stimulated with anti-CD3/CD4/CD28 beads; in transgenic mouse T cells; actives 0.065% (n = 360,000); activation, % (series mostly up to about 46 µM); in the data active = activation above about 50%; inconclusive = mostly about 30% to 49%; note: 0% is about no effect
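Quantitative HTS in unstimulated transgenic mouse T cells, with memory T cells as non-tolerant control and PMA/ionomycin as tolerance-bypass control. Compound pretreatment lasted 60 minutes before 18 h bead stimulation; EGFP/DsRed fluorescence read.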
PLK1 PBD inh: qHTS for Inhibitors of PLK1-PDB (polo-like kinase 1 - polo-box domain): Primary Screen | Serine/threonine-protein kinase PLK1 (Homo sapiens), P53350 | actives 2.8% (n = 360,000) | Plk1 PBD binding of FITC phosphopeptide, fluorescence polarization | Potency, µM, without a hit: max response, negative = inhibition, usual class: inhibitors; note: potency is the fitted concentration of half-maximal effect; series mostly up to about 57 µM; % is set by controls: 0 for no effect and ±100 for the full control effect; nearly all actives have a fitted effect of over 65% in size
Target sequence (P53350 whole entry, looked up, the tested form may be a part): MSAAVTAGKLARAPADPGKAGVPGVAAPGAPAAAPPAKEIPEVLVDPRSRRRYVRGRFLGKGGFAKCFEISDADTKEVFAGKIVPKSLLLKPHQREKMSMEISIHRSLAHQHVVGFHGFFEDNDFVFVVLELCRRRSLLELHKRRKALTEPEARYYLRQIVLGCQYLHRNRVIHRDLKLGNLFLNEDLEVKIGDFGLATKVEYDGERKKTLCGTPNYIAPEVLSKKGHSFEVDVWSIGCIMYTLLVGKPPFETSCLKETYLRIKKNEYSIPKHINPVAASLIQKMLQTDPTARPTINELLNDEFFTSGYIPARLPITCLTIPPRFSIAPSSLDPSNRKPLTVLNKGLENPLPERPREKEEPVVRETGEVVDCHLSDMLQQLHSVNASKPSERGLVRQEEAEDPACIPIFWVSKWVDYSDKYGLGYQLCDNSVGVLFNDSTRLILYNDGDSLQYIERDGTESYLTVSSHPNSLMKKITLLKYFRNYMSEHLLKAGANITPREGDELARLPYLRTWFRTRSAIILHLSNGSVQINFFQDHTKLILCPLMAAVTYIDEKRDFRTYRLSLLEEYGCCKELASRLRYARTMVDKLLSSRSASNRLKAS
EPAC1 ag: qHTS for Agonist of cAMP-regulated guanine nucleotide exchange factor 3 (EPAC1): primary screen; Potency, µM (top dose mostly 154 µM), for the others: top-dose activation, actives largely listed as activators; AID 720707, 2013; EPAC1 agonist qHTS, biochemical assay; response scale: 100% = response to 6.5 mM cAMP; actives 0.073% (n = 360,000); note: potency is the fitted concentration of half-maximal effect; nearly all actives have a fitted effect of over 60% in size
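Read-out is the fluorescence drop as BODIPY-GDP leaves Rap1B (480 nm excitation, 540 nm emission), recorded every 5 minutes over 30 minutes. Reactions held 100 nM EPAC1, 250 nM Rap1B–BODIPY-GDP and 50 uM GDP, with 6.5 mM cAMP setting full activation.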
* = called active by the depositor; i = inactive; ? = inconclusive; / = no result given; & = joins results of further samples; [ ] = remark or other dose. Unless noted, calls come from the whole dose curve; as a rule, active = well fitted curve in the direction sought with a large enough effect; inconclusive = small, poorly fitted or top-dose-only effect, or another doubt; inactive = no such curve, though single readings can be large; an effect the other way counts as inactive or inconclusive.

Start of the data: the first eight records, to show the layout:
SMILES	GLP1R cytotox	GLP-1R agonist	EPAC1 antag	GLP1R inv ag	PI5P4K alpha inh	PTHR1 agonist	IL2 activator	PLK1 PBD inh	EPAC1 ag
c1ccc(-c2csc(-n3cnnn3)n2)cc1	0%	14%	4%	7%	-3	i	-3.3	-9%	6%
CC1(C)C2CCC1(C)C(OCC[N+](C)(C)CC(=O)OC1CCCCC1)C2 (configuration not stated)	-24%	-5%	-1%	?	-2	i	-3.2	5%	4%
C=CCn1c(SC2CCOC2=O)nc2sc(CC)cc2c1=O (configuration not stated)	-4%	17%	11%	7%	-5	-2%	-1.2	-4%	8%
O=C1NC[C@@H](CCCCN2C[C@H](Cc3ccccc3)N(CCC3CCCCC3)C(=O)C2=O)N(CCc2ccc(O)cc2)C1=O	-7%	0%	-21%	12%	-15	?	-0.1	-7%	-2%
COc1cc(NS(=O)(=O)c2ccc(NC(=O)C3CCCO3)cc2)nc(OC)n1 (configuration not stated)	6%	-11%	16%	-13%	/	i	-2.0	1%	0%
CC(C)(C)OC(=O)Nc1ccc([C@H](NC(=O)OC(C)(C)C)C(=O)OC(C)(C)C)cc1	4%	1%	-21%	-2%	-5	i	-2.1	-13%	-14%
O=C(COc1cc2oc(=O)cc(-c3ccccc3)c2cc1Cl)NCc1ccccn1	22%	-2%	?	-2%	3	-18%	-1.9	-7%	3%
Cc1ccc(-n2c(-c3cnccn3)n[nH]c2=S)cc1	0%	-7%	-14%	37%[activator]	2	-7%	0.0	1%	2%

The listing, from the start:
SMILES	GLP1R cytotox	GLP-1R agonist	EPAC1 antag	GLP1R inv ag	PI5P4K alpha inh	PTHR1 agonist	IL2 activator	PLK1 PBD inh	EPAC1 ag
c1ccc(-c2csc(-n3cnnn3)n2)cc1	0%	14%	4%	7%	-3	i	-3.3	-9%	6%
CC1(C)C2CCC1(C)C(OCC[N+](C)(C)CC(=O)OC1CCCCC1)C2 (configuration not stated)	-24%	-5%	-1%	?	-2	i	-3.2	5%	4%
C=CCn1c(SC2CCOC2=O)nc2sc(CC)cc2c1=O (configuration not stated)	-4%	17%	11%	7%	-5	-2%	-1.2	-4%	8%
O=C1NC[C@@H](CCCCN2C[C@H](Cc3ccccc3)N(CCC3CCCCC3)C(=O)C2=O)N(CCc2ccc(O)cc2)C1=O	-7%	0%	-21%	12%	-15	?	-0.1	-7%	-2%
COc1cc(NS(=O)(=O)c2ccc(NC(=O)C3CCCO3)cc2)nc(OC)n1 (configuration not stated)	6%	-11%	16%	-13%	/	i	-2.0	1%	0%
CC(C)(C)OC(=O)Nc1ccc([C@H](NC(=O)OC(C)(C)C)C(=O)OC(C)(C)C)cc1	4%	1%	-21%	-2%	-5	i	-2.1	-13%	-14%
O=C(COc1cc2oc(=O)cc(-c3ccccc3)c2cc1Cl)NCc1ccccn1	22%	-2%	?	-2%	3	-18%	-1.9	-7%	3%
Cc1ccc(-n2c(-c3cnccn3)n[nH]c2=S)cc1	0%	-7%	-14%	37%[activator]	2	-7%	0.0	1%	2%
CC(=O)N/N=C(/c1ccccc1)C(O)c1ccccc1 (configuration not stated)	3%	2%	1%	16%	3	i	0.5	-4%	14%
Cc1onc(-c2ccccc2)c1C(=O)N1CCCN2C(=O)c3ccccc3C21 (configuration not stated)	17%	5%	-5%	22%	-6	i	-3.0	-2%	2%
COc1ccccc1OCCn1nnc2ccccc21	-8%	16%	4%	8%	2	i	0.4	-4%	6%
COc1ccccc1CN(C)CC(=O)Nc1ccc(Cl)cc1C(F)(F)F	17%	-2%	?	?	2	i	-1.0	-3%	1%
CCCCN1CC(C)(C)[C@H](CC(=O)Nc2ccc(Br)cc2)C1=O	-9%	-2%	-7%	?	3	-47%[inhibitor]	0.7	2%	-8%
COC(=O)c1c(C(=O)OC)c(-c2cccc(Cl)c2)n2c1CS(=O)C2 (configuration not stated)	-6%	10%	15%	10%	1	i	-0.8	-8%	-4%
COC(=O)c1ccc(NC(=O)C2CCCN2S(=O)(=O)c2ccc(C)cc2)cc1 (configuration not stated)	1%	19%	1%	3%	0	-30%[inhibitor]	0.6	-8%	18%
Cc1ccccc1OCC(=O)NC(=S)Nc1cccc2cc(O)ccc12	-10%	-3%	-23%	?	-1	i	-0.9	-14%	11%
Cn1cnc2nc3n(c2c1=O)CCC3	-14%	-12%	-2%	-9%	1	i	-0.3	-7%	3%
CC(=O)Nc1ccc(NC(=O)COC(=O)c2ccc([N+](=O)[O-])o2)cc1	-2%	13%	-15%	2%	-2	i	4.4	-24%	2%
CN(C)S(=O)(=O)c1ccc(-c2ccccc2)cc1	-2%	1%	5%	16%	8	-10%[57.5 µM]	0.6	1%	-10%
Cc1nc(-c2ccc(Cl)cc2)sc1C(=O)NNC(=O)C(C)C	-1%	13%	3%	12%	1	i	-0.2	-10%	3%
Cc1ccccc1Nc1nc(Cl)nc(NC(C)(C)C)n1	-19%	-7%	5%	?	-3	-85%[inhibitor]	-2.4	0%	-11%
CCCCS(=O)(=O)Nc1ccc(C(=O)NCC2CCCO2)cc1 (configuration not stated)	-4%	-6%	10%	0%	/	i	-3.3	-1%	-7%
O=C(CCn1c(=S)[nH]c2ccccc2c1=O)NCCc1ccc(Cl)cc1	-3%	2%	-4%	28%	-9	-10%	2.0	-12%	4%
COC(=O)c1[nH]c2cccc(C)c2c1NC(=O)CN1CCCc2ccccc21	-4%	-2%	3%	-16%	0	20%	-0.1	-29%	-2%
O=C(c1ccco1)N1CCN(c2ncnc3scc(-c4ccccc4)c23)CC1	-16%	5%	-1%	5%	-11	-24%	-3.5	-24%	-3%
COc1cc2nc(N3CCN(C(=O)[C@@H]4CCCO4)CC3)nc(N)c2cc1OC	0%	-9%&1%	1%	18%	-3	-14%	0.4	6%	-11%
CCOC(=O)/C=C/[C@H]1CC(c2ccccc2)(c2ccccc2)CO1	-4%	3%	-1%	0%	2	-53%[inhibitor]	-2.6	4%	-16%
COCCNC(=O)C(=O)N/N=C/c1ccccc1C(F)(F)F	-10%	-10%	7%	-5%	-1	i	-1.1	-5%	-3%
C=CCN1C(=O)/C(=C\c2cc(Br)c(OCc3ccccn3)c(OC)c2)SC1=S	-8%	-1%	-13%	-3%	4	i	1.1	-1%	-7%
CS(=O)(=O)n1nc(-c2ccc(Cl)cc2)nc1N	1%	4%	-1%	8%	-4	i	-0.3	-13%	2%
CC12CC3(C)CC(C)(C1)CC(C(=O)NCc1ccccn1)(C2)C3	-1%	5%	1%	-25%	0	-36%[inhibitor]	0.9	3%	-4%
COC(=O)c1[nH]c2cccc(OC)c2c1NC(=O)CN1CCOCC1	-5%	-7%	1%	2%	0	i	-0.3	-7%	-1%
CN(C)P(=NC(=O)COc1ccc(Cl)cc1Cl)(N(C)C)N(C)C	5%	-5%	2%	0%	/	?	-2.1	1%	-9%
CCCCOc1ccc(C(=O)NCC(=O)NCCOc2ccccc2)cc1	-2%	10%	-9%	?	1	i	0.0	-2%	8%
CCOC(=O)CSc1nc2ccccc2c(=O)n1-c1ccc(C(=O)NCCOC)cc1	2%&5%	7%	6%	10%&8%	/	-5%	-0.4	-4%	4%
CC(C)C(C)NC(=O)CN1C(=O)NC2(CCc3ccccc3C2)C1=O (configuration not stated)	5%	6%	-7%	-3%	0	-5%	-0.4	-9%	1%
COc1ccc(S(=O)(=O)N/N=C(/C)c2ccc(Cl)cc2)cc1	5%	0%	-8%	0%	/	i	-0.9	-1%	14%
CCCc1cnc(N2CCN(S(C)(=O)=O)CC2)nc1	2%	11%	-1%	14%	0	-57%	0.7	-4%	14%
CCCCC(CC)CN1C(=O)/C(=C/c2ccncc2)SC1=S (configuration not stated)	-9%	-15%	0%	0%	-3	-2%[57.5 µM]	1.0	2%	5%
O=C(Nc1ccc(Cl)c(Cl)c1)N(Cc1cccnc1)Cc1ccco1	4%	0%	0%	-20%	/	15%[57.5 µM]	0.9	-1%	4%
COc1ccccc1CC(=O)Nc1ccc(S(=O)(=O)N2CCCC2)cc1	5%	8%	-10%	?	-11	i	-0.6	-8%	8%
Cc1nn(C)cc1CN(C)C(=O)c1ccc(OC2CCN(Cc3ccccn3)CC2)cc1	-2%	0%	17%	14%	-1	-4%	-2.5	-4%	1%
CCN(CC(=O)Nc1c(F)cccc1F)C(=O)/C=C/c1c(C)nn(-c2ccc(F)cc2)c1C	-10%	-8%	-7%	9%	8	-15%	-3.8	-9%	-4%
CCCCn1nnnc1C(c1cccs1)N1CCN(C/C=C/c2ccccc2)CC1 (configuration not stated)	-8%	11%	-14%	?	1	-7%	-0.8	-10%	0%
O=C1c2cccc3cccc(c23)C(=O)N1c1cccc(O)c1	-2%	16%	-1%	3%	-5	-8%	0.1	-6%	-4%

Record cards, as listed above. Values in the order: GLP1R cytotox, GLP-1R agonist, EPAC1 antag, GLP1R inv ag, PI5P4K alpha inh, PTHR1 agonist, IL2 activator, PLK1 PBD inh, EPAC1 ag
O=C1c2cccc3cccc(c23)C(=O)N1c1cccc(O)c1 in the list: -2%, 16%, -1%, 3%, -5, -8%, 0.1, -6%, -4%
COC(=O)c1[nH]c2cccc(OC)c2c1NC(=O)CN1CCOCC1 in the list: -5%, -7%, 1%, 2%, 0, i, -0.3, -7%, -1%

Some of the compounds tested; count on the stated rates, not on these rows.
